# PLC-beta3 inh: human PLC-beta3 inhibitors, primary screen, biochemical, fluorescence; inhibition, % at 12.2 µM; 370,000 tested, 0.18% active; 1-phosphatidylinositol 4,5-bisphosphate phosphodiesterase beta-3 (Homo sapiens), Q01970; Purified PLC-beta3, fluorogenic substrate; in the data active = inhibition above about 11%;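 also: 0% = median of compound wells on plate and 100% = full blocker control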
# Target sequence (Q01970 whole entry, looked up): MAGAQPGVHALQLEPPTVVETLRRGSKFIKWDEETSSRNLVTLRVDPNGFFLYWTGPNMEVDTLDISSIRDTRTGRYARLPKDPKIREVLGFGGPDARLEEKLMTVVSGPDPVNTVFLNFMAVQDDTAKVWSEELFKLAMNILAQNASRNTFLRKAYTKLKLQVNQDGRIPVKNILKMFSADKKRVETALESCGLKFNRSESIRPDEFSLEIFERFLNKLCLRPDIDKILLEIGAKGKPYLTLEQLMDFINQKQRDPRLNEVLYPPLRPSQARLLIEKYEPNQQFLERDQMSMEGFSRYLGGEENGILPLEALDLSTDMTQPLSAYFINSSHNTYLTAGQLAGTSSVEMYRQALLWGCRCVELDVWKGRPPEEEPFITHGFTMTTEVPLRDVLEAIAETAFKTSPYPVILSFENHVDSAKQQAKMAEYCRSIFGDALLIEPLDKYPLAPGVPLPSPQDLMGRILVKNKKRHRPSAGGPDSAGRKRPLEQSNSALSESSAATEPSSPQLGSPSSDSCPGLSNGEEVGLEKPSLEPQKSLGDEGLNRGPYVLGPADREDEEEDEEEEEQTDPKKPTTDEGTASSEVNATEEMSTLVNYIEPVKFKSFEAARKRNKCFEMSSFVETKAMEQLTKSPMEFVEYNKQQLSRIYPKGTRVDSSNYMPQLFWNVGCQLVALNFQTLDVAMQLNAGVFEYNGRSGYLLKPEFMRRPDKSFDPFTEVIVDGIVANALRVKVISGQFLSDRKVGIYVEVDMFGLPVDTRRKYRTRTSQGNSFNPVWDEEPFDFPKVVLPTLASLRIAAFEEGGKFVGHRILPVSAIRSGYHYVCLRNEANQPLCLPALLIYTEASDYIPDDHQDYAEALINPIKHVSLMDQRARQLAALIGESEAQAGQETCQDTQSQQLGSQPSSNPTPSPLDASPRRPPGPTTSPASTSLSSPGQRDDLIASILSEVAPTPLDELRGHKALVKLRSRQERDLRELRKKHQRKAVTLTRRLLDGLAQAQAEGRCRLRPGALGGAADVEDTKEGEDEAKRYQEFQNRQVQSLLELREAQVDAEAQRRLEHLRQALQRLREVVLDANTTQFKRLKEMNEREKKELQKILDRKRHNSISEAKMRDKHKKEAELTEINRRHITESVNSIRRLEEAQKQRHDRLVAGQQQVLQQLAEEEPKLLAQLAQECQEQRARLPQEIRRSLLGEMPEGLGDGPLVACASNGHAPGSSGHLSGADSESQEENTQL
# ADAM17 inh: ADAM17 inhibitors, primary screen, biochemical, QFRET. inhibition, % at 6.95 µM. recombinant ADAM17, EDANS/DABCYL FRET peptide cleavage. Disintegrin and metalloproteinase domain-containing protein 17 (Homo sapiens), P78536. 370,000 tested, 0.83% active. AID 720648, 2013;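 active = inhibition above the mean of compounds lying between control limits plus 3 SD, set per campaign, cut at about 8.5% in these data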;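 also: 0% = DMSO-only wells as the low control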
# hgDAF12 agonist: H. glycines DAF-12 receptor agonists, primary screen, cell-based, luminescence, HEK293, GAL4 fusion, UAS-luciferase; Nuclear hormone receptor DAF-12 (Heterodera glycines), GAL4 fusion; HEK293 GAL4-hgDAF12 UAS-luciferase reporter, agonist luminescence; normalized to butyrate control; activation, % at 6.8 µM; 370,000 tested, 1.8% active;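 active = activation above a cutoff set at the mean of all screened compounds plus 3 SD, cut at about 10% in these data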;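 also: 0% = DMSO wells and 100% = sodium butyrate wells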
# PLC-gamma1 inh: PLC-gamma1 enzyme inhibitors, primary screen, biochemical, fluorescence, purified enzyme | 1-phosphatidylinositol 4,5-bisphosphate phosphodiesterase gamma-1 (Homo sapiens), P19174 | fluorogenic substrate | inhibition, % at 12.2 µM | 370,000 tested, 0.84% active | AID 720700, 2013; in the data active = inhibition above about 9.5%
# MBD2 DNA inh: inhibitors of MBD2 binding to methylated DNA, primary screen, biochemical, TR-FRET, DNA-binding domain, human | inhibition, % at 4.4 µM | 370,000 tested, 0.31% active | Methyl-CpG-binding domain protein 2 (Homo sapiens), Q9UBB5 | AID 686964, 2013 | MBD2 binding to methylated oligonucleotide; in the data active = inhibition above about 13%
# DAX1 inh-1: DAX1 (NR0B1) inhibitors, primary screen, cell-based, HEK293, Gal4-DAX1, luciferase luminescence | inhibition, % at 6.75 µM | HEK293 Gal4-DAX1 luciferase reporter | AID 504766, 2011 | 340,000 tested, 0.99% active;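 active = inhibition above the mean over all tested compounds plus 3 SD, cut at about 4.2% in these data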;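 also: 0% = DAX1-transfected cells with DMSO and 100% = empty-vector control cells with DMSO; inhibition shows as a rise in luminescence from relieved DAX1 repression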
# SMARCA2 activ: SMARCA2 (BRM) function activators, primary screen, cell-based, luminescence, high throughput; MG213 cells, MMTV-luciferase reporter, dexamethasone, overnight; activation, % at 9.1 µM; 370,000 tested, 1% active; in the data active = activation above about 7.8%;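 also: 0% = vehicle wells and 100% = reference activator wells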
# NR1D1 modulator: modulators of Rev-erb alpha DNA binding, primary screen, biochemical, FITC-DNA, fluorescence polarization, uHTS; Nuclear receptor subfamily 1 group D member 1 (Homo sapiens), P20393; Rev-erbα–FITC-DNA binding, 90 min; activity, % at 10 µM; 370,000 tested, 0.79% active;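 active = activity above about 14%, limit read from the data; passing the limit was not always enough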;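 also: 0% = DMSO wells with 35 nM protein and 100% = DMSO wells with 750 nM protein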
# ssDAF-12 act: S. stercoralis DAF-12 nuclear receptor activators, primary screen, cell-based, luminescence, HEK293, GRIP1 co-expression, lit1-tk-luc. Nuclear hormone receptor DAF-12 (Strongyloides stercoralis). activation, % at 6.8 µM. AID 652126, 2013. 370,000 tested, 1% active. HEK293 ssDAF-12/GRIP1 lit1-tk-luc reporter; % of 3 µM dafachronic acid response;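 active = activation above the mean over all tested compounds plus 3 SD, cut at about 0.9% in these data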;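 also: 0% = DMSO-only wells and 100% = 3 µM delta7-dafachronic acid wells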
# hcDAF12 agonist: H. contortus DAF-12 nuclear receptor activators, primary screen, cell-based, luminescence, HEK293, lit1-tk-luc reporter; 370,000 tested, 1.4% active; activation, % at 6.8 µM; HEK293 hcDAF-12 lit1-tk-luc reporter; 0% DMSO, 100% Δ7-dafachronic acid;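 active = activation above the mean of all tested compounds plus 3 SD, cut at about 5.5% in these data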;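 also: 100% = response to 3 µM Δ7-dafachronic acid high control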
# DAX1 inh-2: DAX1 (NR0B1) inhibitors on StAR promoter, primary screen, cell-based, luminescence, SF-1 (NR5A1), full-length DAX-1. HEK293T StAR-luciferase reporter, SF-1/DAX-1 repression relief. AID 652010, 2013. 370,000 tested, 1.1% active. inhibition, % at 6.8 µM;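 active = inhibition above the mean over all tested compounds plus 3 SD, cut at about 3.6% in these data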;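 also: 0% = DAX-1 cells with DMSO and 100% = cells lacking DAX-1 with DMSO; higher inhibition means more luminescence from relief of DAX-1 repression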
# Active calls of the source: *; . = no result given; & = joins results of further samples.
# Values run as follows: PLC-beta3 inh	ADAM17 inh	hgDAF12 agonist	PLC-gamma1 inh	MBD2 DNA inh	DAX1 inh-1	SMARCA2 activ	NR1D1 modulator	ssDAF-12 act	hcDAF12 agonist	DAX1 inh-2
Cn1c(SCC(=O)NCC2COc3ccccc3O2)nnc1C(F)(F)F (stereo not drawn)
→ 1.2	-4.3	2.1	-1.3	0.6	-0.6	3.2	4.3	-0.7	-1.3	0.1
CCCOc1ccc(F)cc1-c1cc(C(=O)NC2CCCCC2)[nH]n1
→ 6.1	4.4	-0.9	4.1	1.7	.	4.3	-10.6	-1.5	-2.6	-0.2
CN(C)CCNc1ncnc2sc(-c3ccccc3)cc12
→ -21.2	-17.0	1.1	-7.9	-4.2	-0.9	2.3	3.2	-1.6	-1.2	-0.4
O=C(O)/C=C1\CCCc2ccccc2C1O (stereo not drawn)
→ -1.5&-5.2	0.2&-2.4	-1.7&0.5	2.5&1.0	2.7&9.7	0.2	-3.6&-6.2	-4.4&-2.1	-1.1&-0.9	-0.9&-2.1	0.4&0.9
Cc1ccc(-c2[nH]c(-c3ccccc3)nc2SCC(=O)NCC2CCCO2)cc1 (stereo not drawn)
→ -5.2	-10.8	-1.6	-3.5	-2.3	-0.5	-5.4	13.9	-1.8	0.9	-2.3
O=C(/C=C/c1cccc(Cl)c1)NCc1cccs1
→ -0.4	2.4	4.1	0.9	1.5	0.6	1.6	4.4	-1.4	-2.0	-0.8
O=C(NNC(=O)c1cccs1)c1ccc([N+](=O)[O-])cc1
→ 9.4	5.4	3.8	6.5	-0.7	.	-4.7	-1.3	-0.6	-0.2	1.0
Cc1ccc(Nc2cc(-n3nc(C)cc3C)ncn2)cc1
→ 4.2	4.5	3.2	7.4	-0.6	-0.7	-2.7	2.4	-1.0	-0.3	0.5
COc1cc2cnc(-c3ccsc3)c(-c3ccc(F)cc3)c2cc1OC
→ -14.2	1.3	-0.5	-7.1	2.0	-0.7	1.9	3.3	-1.4	-1.7	-0.2
COc1ccc2c(CN3CCN(c4ccccc4F)CC3)cc(=O)oc2c1
→ -7.5	-8.7	-2.8	-4.7	-3.4	.	-2.6	-8.8	-0.9	-0.4	0.0
CCc1ccccc1NC(=O)Nc1cccn(Cc2ccccc2F)c1=O
→ -3.6	-3.3	-4.1	2.1	0.4	-0.8	-3.9	2.0	-0.9	-0.5	-0.4
CCCCC(=O)NC(=S)NNC(=O)CC#N
→ -3.0	-7.1	-0.4	-3.7	3.4	1.2	-0.6	-0.3	-1.3	-1.6	4.7*
Cc1cc(=O)oc2cc(OCC(=O)N3CC(C)OC(C)C3)ccc12 (stereo not drawn)
→ -10.3	-24.9	-1.0	1.8	-2.4	.	-1.7	-0.2	-1.0	0.2	0.1
c1ccc(COc2cccc(CNn3cnnc3)c2)cc1
→ 0.0	-0.3	-1.9	-0.4	2.9	0.6	-3.0	2.1	-1.4	-1.8	0.3
CC1CCCN(C(=O)c2ccc(-c3ccccc3Cl)o2)C1 (stereo not drawn)
→ -4.4	3.1	18.4*	6.5	2.1	3.6	3.3	2.2	-0.1	1.7	7.8*
CCS(=O)(=O)N1CCC(C(=O)Oc2ccccc2Cl)CC1
→ -9.2	-5.6	-1.6	1.3	-3.7	0.7	0.5	-5.3	-1.1	-0.2	-0.6
O=[N+]([O-])c1ccc2c(c1)oc1ccccc12
→ 0.1	-0.1	2.1	1.4	2.9	0.3	1.3	4.2	-1.1	-1.1	0.0
CCCCC(C(=O)O)C(C)CC(=O)NNC(=O)c1ccco1 (stereo not drawn)
→ -1.4	-2.7	3.1	2.5	0.6	0.4	-2.1	2.8	-0.1	-0.4	0.0
COC(=O)c1cccc(OCCCN2CCC(C(O)(c3ccccc3)c3ccccc3)CC2)c1
→ 5.0	-0.6	-1.3	9.7*	7.3	.	-2.0	-3.8	-0.3	-2.7	-0.2
CCn1c(=N)n(CC(=O)OC)c2ccccc21
→ 4.8	-1.2	0.0	-3.0	6.5	1.9	-2.3	-4.2	-0.7	-0.2	0.3
Cc1ccc(NC(=O)c2ccccc2NC(=O)CCC(=O)O)cc1
→ -2.7	-4.8	2.5	-1.4	0.2	0.7	-0.8	-1.8	-0.7	0.1	0.8
O=S(=O)(c1ccc2c(c1)nc1n2CCC1)N1CCOCC1
→ -3.2	-4.4	0.0	-1.6	-1.6	0.4	-1.8	-3.0	-1.3	-1.0	-0.6
Cc1ccc(NC(=O)c2ncn(CC(=O)N[C@H](C)c3cccc4ccccc34)n2)cc1C
→ 1.2	-5.2	4.8	-0.1	-2.7	0.0	3.7	-10.8	-0.8	3.3	-0.3
Cc1ccccc1NC(=S)N1CCC(C(=O)c2ccc(F)cc2)CC1
→ 7.8	2.3	-0.1	9.9*	0.4	0.6	4.2	1.1	-0.9	3.1	0.1
CC(C)Oc1cccc(C(=O)NC2=NCCS2)c1
→ -5.8	-0.1	14.7*	2.0	3.4	1.3	3.6	1.2	0.2	1.2	5.0*
CCN(CC(=O)Nc1cc(Cl)ccc1C)CC(=O)NC1CC1
→ 0.9	-0.4	0.2	2.5	3.2	3.3	-3.1	2.3	0.2	0.7	-0.5
Cc1ccccc1-c1ccc(CN2C(C(C)C)C(=O)N(Cc3cn(CCC4OCCO4)nn3)CCS2(=O)=O)cc1 (stereo not drawn)
→ 1.6	2.0	-2.0	0.8	-1.4	.	-2.0	0.7	-1.7	-3.0	-0.5
Cc1cc(NC(=O)CSc2ncc(C(F)(F)F)cc2Cl)no1
→ 0.0	-6.5	6.5	1.6	1.8	-1.4	-2.9	5.7	-1.1	1.1	-0.5
COc1ccc(N(CC(=O)NC2CCCCC2)C(=O)CCCC(=O)Nc2ccccn2)c(OC)c1
→ 2.5	-3.6	-0.3	2.9	-2.5	-0.5	0.4	-4.1	-1.0	-1.7	-0.5
N=C(N=C(N)N)N1CCc2ccccc21
→ -10.3	-5.4	-0.1	-3.7	3.4	0.2	-3.2	-3.2	-1.2	-1.5	0.9
CCc1cc(CNC(=O)CC2C(=O)NCCN2Cc2cccc(OC)c2)on1 (stereo not drawn)
→ -2.5	-4.4	-0.8	-1.9	2.0	3.7	-0.5	-0.2	-0.4	1.4	-0.2
CC(O)(CS(=O)(=O)Cc1ccccc1)c1ccccc1Cl (stereo not drawn)
→ -1.4	1.0	-0.7	3.6	-3.4	3.0	0.1	0.9	-0.8	0.5	-0.4
Cc1cccc(CSc2nnnn2-c2ccccc2)c1
→ 0.9	-0.6	1.1	-2.0	1.9	-0.5	-1.9	-4.3	-1.2	-2.5	-0.6
COc1ccccc1-n1cnnc1SCC(=O)c1c[nH]c2ccccc12
→ 1.9	2.2	-0.7	1.9	-5.0	-0.9	1.0	7.8	-0.8	2.2	-0.4
COc1ccc(NC(=O)C2(C)Cc3c(-c4ccccc4)ccnc3O2)cc1OC (stereo not drawn)
→ 1.4	0.0	-1.8	0.8	0.5	.	-0.7	3.6	-1.9	-0.6	-1.9
N#C/C(=C\c1ccc(N2CCOCC2)o1)C(=O)NCCc1ccccc1
→ -14.8	2.1	-0.3	-11.8	-12.0	-1.4	-0.2	6.6	-1.3	-1.6	-0.8
C#CCOc1ccc2c(C)cc(=O)oc2c1
→ -105.0	-179.6	0.3	-71.2	6.7	-0.2	-3.1	2.4	-1.3	-2.3	0.4
O=C(NCc1ccco1)C1(S(=O)(=O)c2ccc(Cl)cc2)CC1
→ -0.2	-2.3	0.5	1.1	-2.4	2.5	-0.3	-4.1	-1.6	0.8	0.1
COc1cc(NS(=O)(=O)c2ccc(NC(=S)NC(=O)c3sc4ccccc4c3Cl)cc2)ncn1
→ -3.7	-3.4	4.4	-4.7	5.0	0.6	10.6*	0.1	-0.2	-2.2	0.9
Cc1ccc(S(=O)(=O)n2nc(OC(=O)C(C)(C)C)cc2N)cc1
→ 1.6	3.4	-0.5	6.8	-3.0	-0.8	-3.0	0.9	-0.8	-1.9	-0.3
COc1cc(C(=O)Nc2oc(-c3ccccc3)c(-c3ccccc3)c2C#N)cc(OC)c1OC
→ -24.1	-0.5	1.4	-18.5	1.6	-0.3	0.0	0.4	-1.4	0.3	-0.3
COc1ccccc1N1CN(CCc2ccccc2)CNC1=S
→ -5.1	-0.8	-0.3	1.0	-1.0	1.4	-2.5	-0.9	-0.3	3.1	-0.4
CCOCCCNC(=O)C(NC(=O)c1ccc(NC(C)=O)cc1)c1ccc(OC)cc1 (stereo not drawn)
→ -1.6	-4.8	0.7	2.0	5.5	0.8	-3.6	-4.0	-0.6	1.1	-0.3
NS(=O)(=O)c1ccc(NC(=O)COC(=O)CCc2ccccc2)cc1
→ -9.6	-4.0	-2.8	4.8	-2.4	3.1	-6.9	-2.2	-1.1	-0.6	-0.2
COc1cc(OC)cc(C(=O)NCC2CCCN(Cc3ccc(SC)cc3)C2)c1 (stereo not drawn)
→ -8.6	-1.2	-3.9	-2.6	1.8	3.2	-2.5	2.6	-1.5	0.2	-0.5
CCc1ccc([C@H]2[C@@H]3C(=O)C[C@@H]4C(=O)N(C)C(=O)[C@@H]4[C@@H]3CN2S(=O)(=O)c2ccc(C)cc2)cc1
→ 2.1	2.8	0.5	7.3	4.1	.	-5.0	16.0*	-1.6	0.8	0.1
CCOC(=O)CCSc1nc(C)c2ccccc2n1
→ -7.2	-9.1	0.9	-3.8	-2.8	0.6	3.1	1.6	-0.9	-0.4	0.5
Cc1c[nH]c2cccc(OCC(O)CNC(C)(C)C)c12 (stereo not drawn)
→ -17.6	-2.6	-0.6	-12.0	-0.1	1.1	-3.1	0.7	-1.0	-1.8	0.0
CCC(C)(C)n1nnnc1C(c1cc2ccc(OC)cc2[nH]c1=O)N1CCc2ccccc2C1 (stereo not drawn)
→ -177.3	-19.4	-1.1	-123.2	-3.6	0.7	-2.4	0.8	-1.2	-1.2	-0.7
CCn1c(=O)c2cc(S(=O)(=O)NC3CCCCC3)ccc2n(CC)c1=O
→ 3.5	-2.4	0.4	1.5	-2.8	-0.2	-3.0	-4.2	-1.1	-0.7	0.6

# Fetched by compound from above:
# Values run as follows: PLC-beta3 inh	ADAM17 inh	hgDAF12 agonist	PLC-gamma1 inh	MBD2 DNA inh	DAX1 inh-1	SMARCA2 activ	NR1D1 modulator	ssDAF-12 act	hcDAF12 agonist	DAX1 inh-2
CCn1c(=O)c2cc(S(=O)(=O)NC3CCCCC3)ccc2n(CC)c1=O
→ 3.5	-2.4	0.4	1.5	-2.8	-0.2	-3.0	-4.2	-1.1	-0.7	0.6
NS(=O)(=O)c1ccc(NC(=O)COC(=O)CCc2ccccc2)cc1
→ -9.6	-4.0	-2.8	4.8	-2.4	3.1	-6.9	-2.2	-1.1	-0.6	-0.2
